# M. tuberculosis – growth inhibition of non-replicating M. tuberculosis (AID 488890); Mycobacterium tuberculosis non-replicating, growth inhibition; higher % means a stronger effect; one-dose inhibition, % at 25 µM; IC50 in µM for titrated hits; 0.39% of 320,000 active; in the data active = a potency from the dose series; inconclusive = inhibition mostly from about 82% at the one dose, without a potency; inactive = the rest, 99 in 100 with inhibition below about 76%;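 note: plate controls were DMSO cells for no effect and high antibiotic wells for full effect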
# VEEV TC-83 Vero – inhibitors of VEEV TC-83 cytopathic effect, confirmation, Vero cells (AID 588727); Vero cells, VEEV TC-83 cytopathic effect inhibition; higher % means a stronger effect; 0.13% of 350,000 active; one-dose inhibition, % at 20 µM; IC50 in µM for titrated hits; in the data active = a potency from the dose series; inconclusive = inhibition mostly from about 14% at the one dose, without a potency; inactive = the rest, 99 in 100 with inhibition below about 12%; note: strong numbers were not always called active
# H37Rv inhibition – M. tuberculosis growth inhibition, HTS (AID 449762) | 0.59% of 330,000 active | one-dose inhibition, % at 25 µM; IC50 in µM for titrated hits | M. tuberculosis H37Rv growth inhibition, 7H9 media; higher % means a stronger effect; in the data active = a potency from the dose series; inconclusive = inhibition above about 70% without an active follow-up result;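 note: bacterial growth assessed after seven days of incubation; strong numbers were not always called active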
# influenza NS1A – NS1A inhibition, H1N1 influenza, cell based functional assay (AID 504329) | NS1A functional cell-based assay, percent inhibition; higher % means a stronger effect | one-dose inhibition, % at 12.5 µM; IC50 in µM for titrated hits | 0.3% of 340,000 active; in the data active = a potency from the dose series; inconclusive = inhibition above about 27% without an active follow-up result; note: strong numbers were not always called active
# PhoP GFP inhibition – PhoP regulon inhibitors, Salmonella typhi PhoP promoter GFP reporter, confirmatory (AID 1850) | Salmonella Typhi PhoP-promoter GFP reporter, fluorescence, 4 h; higher % means a stronger effect | inhibition, % at 50 µM; hits with a dose series show IC50 in µM | 0.33% of 310,000 active; in the data active = a potency from the dose series; inconclusive = inhibition mostly from about 25% at the one dose, without a potency; inactive = the rest, 99 in 100 with inhibition below about 19%;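 note: 0% = induced wells with vehicle and 100% = uninduced wells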
# VEEV TC-83 Vero 10K pilot screen – second read-out of VEEV TC-83 Vero, no call of its own (marks repeat the call); inhibition, %; measured here: 10K pilot screen inhibition
# An asterisk follows results filed as active; i = inactive; ? = inconclusive; / = not tested or not shown.
SMILES,M. tuberculosis,VEEV TC-83 Vero,H37Rv inhibition,influenza NS1A,PhoP GFP inhibition,others
COC(=O)C1=C(CSc2nc3ccccc3s2)NC(=O)NC1c1ccc(F)cc1 (centres undefined),5.7%,0.1%,-2.5%,-2.7%,-5.6%,
CCN/C=C(\C#N)S(=O)(=O)c1ccc(Br)cc1,-6.4%,i,2.8%,-20.4%,1.1%,
Cc1ccc(SCc2cn3c(C)csc3n2)cc1,43.2%,0.4%,-4.0%,3.2%,5.8%,
Cc1ccc(C(=O)N[C@H](C(=O)OCC(=O)Nc2cccc(S(N)(=O)=O)c2)C(C)C)cc1,-2.2%,0.1%,-4.1%,-5.6%,-12.8%,
Cc1nnc(SCC(=O)NCc2ccc(F)cc2)[nH]c1=O,23.1%,0.4%,0.5%,6.0%,2.7%,
COc1cc2c(cc1OC)C(c1cc(Br)ccc1F)N(C(=O)CCl)CC2 (centres undefined),?,12.4%,2.77µM*,-2.7%,-12.8%,
Cc1ccc(NS(=O)(=O)c2ccc(C(=O)NCC(c3ccco3)N(C)C)cc2)cc1 (centres undefined),1.7%,1.9%,-3.5%,-2.6%,-2.2%,
O=C(Cc1ccc(Br)cc1)NC1CCSC1=O (centres undefined),22.4%,0.6%,-3.3%,0.2%,0.8%,
O=c1[nH]c(C2CCCN(S(=O)(=O)c3ccccc3)C2)nc2c1nnn2Cc1ccc(OC(F)(F)F)cc1 (centres undefined),1.7%,1.0%,-0.9%,-5.7%,-2.5%,
Cc1cnc(C(=O)Nc2ccccc2C(=O)N2CCOCC2)cn1,5.1%,0.3%,-9.6%,5.6%,0.9%,
CCc1noc(C)c1C(=O)N(CC(C)C)c1c(N)n(Cc2ccccc2)c(=O)[nH]c1=O,/,0.6%,/,-3.2%,/,
O=S(=O)(c1ccc(N2CCOCC2)nc1)N(Cc1ccccn1)Cc1ccccn1,13.7%,0.7%,3.0%,3.9%,5.0%,

# Quoted at random: three compounds from above.
SMILES,M. tuberculosis,VEEV TC-83 Vero,H37Rv inhibition,influenza NS1A,PhoP GFP inhibition,others
Cc1ccc(C(=O)N[C@H](C(=O)OCC(=O)Nc2cccc(S(N)(=O)=O)c2)C(C)C)cc1,-2.2%,0.1%,-4.1%,-5.6%,-12.8%,
COC(=O)C1=C(CSc2nc3ccccc3s2)NC(=O)NC1c1ccc(F)cc1 (centres undefined),5.7%,0.1%,-2.5%,-2.7%,-5.6%,
CCc1noc(C)c1C(=O)N(CC(C)C)c1c(N)n(Cc2ccccc2)c(=O)[nH]c1=O,/,0.6%,/,-3.2%,/,

# Structures listed so far with an aryl thioether with sulfur outside any ring, in the order listed:
SMILES,M. tuberculosis,VEEV TC-83 Vero,H37Rv inhibition,influenza NS1A,PhoP GFP inhibition,others
COC(=O)C1=C(CSc2nc3ccccc3s2)NC(=O)NC1c1ccc(F)cc1 (centres undefined),5.7%,0.1%,-2.5%,-2.7%,-5.6%,
Cc1ccc(SCc2cn3c(C)csc3n2)cc1,43.2%,0.4%,-4.0%,3.2%,5.8%,
Cc1nnc(SCC(=O)NCc2ccc(F)cc2)[nH]c1=O,23.1%,0.4%,0.5%,6.0%,2.7%,

# The listing picks up, starting three compounds before the break.
SMILES,M. tuberculosis,VEEV TC-83 Vero,H37Rv inhibition,influenza NS1A,PhoP GFP inhibition,others
Cc1cnc(C(=O)Nc2ccccc2C(=O)N2CCOCC2)cn1,5.1%,0.3%,-9.6%,5.6%,0.9%,
CCc1noc(C)c1C(=O)N(CC(C)C)c1c(N)n(Cc2ccccc2)c(=O)[nH]c1=O,/,0.6%,/,-3.2%,/,
O=S(=O)(c1ccc(N2CCOCC2)nc1)N(Cc1ccccn1)Cc1ccccn1,13.7%,0.7%,3.0%,3.9%,5.0%,
Cc1cc(-c2onc(C)c2C(=O)Nc2ccc(C(F)(F)F)cc2)no1,-6.6%,1.6%,0.3%,-13.4%,2.2%,
O=C(O)CCCC(=O)Nc1ccccc1SCCS(=O)(=O)c1ccc(Cl)cc1,14.0%,0.9%,-3.8%,-1.9%,7.7%,
COc1ccc(NS(=O)(=O)c2ccc(N3CCCCC3)c(N)c2)cc1,28.7%,i,-2.4%,-3.1%,/,
Cc1cc(Cl)ccc1OCC(=O)NCCOc1nc(N2CCCCC2)nc(N2CCOCC2)n1,8.6%,3.4%,8.9%,6.8%,-0.4%,
COc1ccc(Cc2nc3ccc(C(=O)NCCc4ccncc4)cc3o2)cc1OC,17.2%,0.5%,0.0%,5.0%,-1.2%,
CCN(C(=O)CN1CCN(S(=O)(=O)c2ccccc2C(F)(F)F)CC1)c1c(N)n(Cc2ccccc2)c(=O)[nH]c1=O,12.8%,0.5%,7.0%,5.4%,1.9%,
CCC1(c2ccccc2)NC(=S)N(c2cccc(C)c2C)N1 (centres undefined),-23.9%,i,2.8%,18.6%,-12.8%,
NS(=O)(=O)c1cccc(NC(=O)COC(=O)CCSc2ccccc2)c1,-16.1%,0.2%,3.3%,16.7%,11.9%,
O=C(NCc1ccccc1)c1ccc2c(c1)OCCO2,4.8%,1.8%,-6.6%,8.3%,-3.8%,
CCOC(=O)N1CCN(C(=O)c2ccc(S(=O)(=O)NCc3ccco3)cc2)CC1,0.9%,7.1%,-2.6%,-0.1%,-18.8%,
O=C(Nc1ccccc1C(=O)NC(Cc1ccccc1)C(=O)NC1CCCCCC1)c1ccccc1 (centres undefined),4.0%,4.2%,?,-0.8%,1.4%,
COCCCNC(=O)c1ccc(NS(C)(=O)=O)cc1,-28.7%,2.1%,-3.6%,0.1%,7.5%,
COc1cc(NS(=O)(=O)c2ccc(NC(=S)NC(C)=O)cc2)nc(OC)n1,-13.5%,2.8%,-3.8%,/,3.8%,
Cc1occc1C(=O)N1CCN(C(c2ccccc2)c2ccccc2)CC1,4.8%,i,-6.1%,1.8%,-1.2%,
Cc1c(C(=O)N2CCN(c3ccc(C(F)(F)F)cn3)CC2)oc2ccccc12,20.2%,1.0%,2.6%,18.2%,-1.2%,
CCOC(=O)CN1C(=O)C2(OCCCO2)c2cc(Br)ccc21,27.0%,i,10.1%,-1.7%,6.3%,
CCC(C)NC(=O)C1(N2C(=O)c3ccccc3C2=O)CCCC1 (centres undefined),/,i,/,-5.7%,/,
O=C(N[C@H]1CCC(=O)N([C@H](CSc2ccccc2)Cc2ccccc2)CC1)OCc1ccccc1,22.7%,6.2%,3.7%,-0.7%,-2.1%,
O=C(NCc1ccncc1)Nc1ccccc1F,-7.4%,0.0%,-3.6%,-0.2%,-4.2%,
CCn1cc(C(=O)NCc2cccnc2)c2cc(OC)c(OC)cc2c1=O,3.4%,5.9%,-1.5%,4.8%,1.8%,
O=C(CCS(=O)(=O)c1cccc2nonc12)N1CCCc2ccccc21,31.4%,0.5%,48.1%,2.7%,4.0%,VEEV TC-83 Vero 10K pilot screen=2.0
CCCCNc1nnc(CCn2nc(C)c(Br)c2C)s1,-3.3%,i,-2.8%,-0.6%,11.1%,
Cc1c(NC2=NC3(CCCCC3)Cc3ccccc32)c(=O)n(C)n1-c1ccccc1,21.5%,0.9%,8.1%,-5.0%,-2.1%,
Cn1c(N)c(C(=O)COC(=O)Cc2ccc(Cl)c(Cl)c2)c(=O)n(C)c1=O,21.5%,1.3%,-3.2%,-5.9%,/,

# 3 entries already listed, ordered by SMILES length, high to low.
SMILES,M. tuberculosis,VEEV TC-83 Vero,H37Rv inhibition,influenza NS1A,PhoP GFP inhibition,others
Cn1c(N)c(C(=O)COC(=O)Cc2ccc(Cl)c(Cl)c2)c(=O)n(C)c1=O,21.5%,1.3%,-3.2%,-5.9%,/,
Cc1c(C(=O)N2CCN(c3ccc(C(F)(F)F)cn3)CC2)oc2ccccc12,20.2%,1.0%,2.6%,18.2%,-1.2%,
O=C(NCc1ccncc1)Nc1ccccc1F,-7.4%,0.0%,-3.6%,-0.2%,-4.2%,

# Continuation:
SMILES,M. tuberculosis,VEEV TC-83 Vero,H37Rv inhibition,influenza NS1A,PhoP GFP inhibition,others
Cc1csc(NC(=O)CCn2c(=O)sc3ccccc32)n1,-4.6%,5.5%,4.0%,-1.6%,-14.4%,
COCC(=O)N1CCC(Oc2ccc(C(=O)N3CCN(C)C[C@@H]3C(C)C)cc2)CC1,/,i,/,-5.9%,/,
COc1cc(-c2cc(=O)c3c(O)c(OC)c(OC)c(OC)c3o2)cc(OC)c1OC,-8.5%,9.2%,-6.8%,-0.1%,22.1%,
CN(Cc1ccccc1)C(=O)CCNS(=O)(=O)c1ccc2c(c1)oc(=O)n2C,14.7%,0.8%,3.1%,1.3%,-2.7%,
Nc1nc(SCC(=O)Nc2cc(C(F)(F)F)ccc2Cl)[nH]c(=O)c1NC(=O)c1ccco1,31.2%,5.1%,-5.7%,-10.2%,0.6%,
Oc1ccc2ccccc2c1CN1CCCC1,/,1.9%,63.7%,8.7%,-1.6%,
CCOc1cc(C(=O)N2CCC(CC3CC(c4ccccc4)=NO3)(C(=O)NCc3ccc(OC)cc3)CC2)cc(OCC)c1OCC (centres undefined),29.5%,2.8%,3.0%,8.2%,5.2%,
CC(=O)c1cc(-c2ccccc2)[nH]c1N1CCOCC1,3.9%,i,-10.2%,-14.0%,-0.8%,
O=C(Nc1nccs1)c1ccc(COc2ccccc2)o1,71.8%,i,1.7%,-27.9%,2.9%,
O=C1CCCN1CCC(=O)N1CCCC(CO)(Cc2ccccc2)C1 (centres undefined),-3.7%,0.4%,8.6%,-0.1%,-23.8%,
CC(C(=O)NCCCN1CCOCC1)n1cccc1C(=O)c1ccccc1 (centres undefined),-1.9%,0.7%,-1.8%,0.5%,-1.5%,
CCC1(OC(=O)CN)C(=O)OCc2c1cc1n(c2=O)Cc2cc3ccccc3nc2-1 (centres undefined),-8.4%,10.0%,1.0%,-10.8%,-3.2%,
CSc1nc(C)c(Cc2c(F)cccc2Cl)c(=O)[nH]1,12.9%,i,6.8%,10.0%,-3.4%,
CC(C)Cc1[nH]c(=O)c(C#N)c2c1CCC2,/,0.6%,-9.0%,5.1%,-2.0%,
O=C(Nc1ccccc1)Nc1ccc(O)c2ccccc12,?,5.0%,8.2%,/,10.6%,
CCC1(C)Cc2c(c(=O)n(-c3ccccc3)c3ncnc(N)c23)CO1 (centres undefined),-11.2%,0.3%,-4.4%,-5.2%,-5.9%,
Nc1cc(=O)[nH]c(SCCOc2ccccc2)n1,6.2%,0.8%,-2.7%,2.3%,-6.3%,
CCN(CC)C(=O)c1[nH]cnc1C(=O)N[C@@H](C)c1ccccc1,9.7%,1.7%,0.9%,-7.6%,/,
Cc1cc(-c2ccco2)n(CC(=O)NCc2ccccc2)n1,-3.1%,0.9%,2.1%,1.6%,/,
O=C(Cn1cc([N+](=O)[O-])ccc1=O)N1CCc2ccccc2C1,3.6%,0.7%,6.9%,-18.2%,/,
O=C(CSc1cccc[n+]1[O-])Nc1ccc(Cl)cc1F,1.1%,0.6%,3.4%,-8.2%,/,
COc1ccc(NS(=O)(=O)c2ccc(OC)c(NC(=O)CNC(=O)c3ccc(OC)cc3)c2)cc1,2.6%,1.7%,1.9%,-2.1%,/,
COc1ccc2c(c1)CCc1c(C(=O)N3CCCCCC3)noc1-2,16.8%,i,10.0%,-22.1%,5.3%,
CCc1nnc(NC(=O)c2ccc(S(=O)(=O)N3CCc4ccccc4C3)cc2)s1,-2.6%,0.1%,-1.6%,-4.5%,-4.3%,
Cc1sc2nc(CN3CCOCC3)[nH]c(=O)c2c1-c1ccccc1,6.0%,i,-4.1%,-6.9%,-4.0%,
O=C(COC(=O)c1cccc(OC(F)F)c1)NCC1CCCO1 (centres undefined),-1.1%,0.6%,1.2%,-0.9%,/,
CC(C)Cc1nnc(NC(=O)C2CCN(C(=O)c3ccc(Cl)cc3)CC2)s1,21.4%,5.4%,8.9%,-15.2%,-0.7%,
Cc1noc(C)c1COc1ccccc1C(=O)NC(C)c1ccc(Cl)cc1 (centres undefined),27.1%,6.8%,-6.5%,-7.4%,/,
CCOc1ccc(CN(C)CC(=O)Nc2cccc(C)c2)cc1OC,12.2%,i,4.9%,7.7%,-8.4%,
Cc1cc(NS(=O)(=O)c2ccc(NC(=O)C(C)Oc3ccc(Cl)cc3)cc2)no1 (centres undefined),/,0.6%,/,4.7%,-6.1%,
CCC(Sc1nc(C)cc(C)n1)C(=O)Nc1nccs1 (centres undefined),16.9%,0.9%,0.2%,-8.1%,-1.6%,

# Not a hit list. About 1.6% of those tested had a hit in this group.
